From PubChem BioAssay
IL1B secr inh – qHTS for Inhibitors of Inflammasome Signaling: IL-1-beta AlphaLISA Primary Screen; THP-1 LPS/ATP IL-1B secretion, AlphaLISA, 16 h; active compounds read low; activity change, % at 57.5 µM; 360,000 compounds, 4.7% hits; AID 743279, 2014; in the data active means activity change below about -50%; inconclusive means mostly about -30% to -49%; further: on the % scale 0 is the no-effect control and ±100 the full control effect
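THP-1 cells pretreated 1 hr with compounds (up to 57.5 uM final), then stimulated with LPS (250 ng/mL final) plus ATP (1.25 mM final); secreted IL-1B measured by AlphaLISA after 16 hr, decreased signal indicating inhibition.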
HT1080-NT tox – qHTS for induction of synthetic lethality in tumor cells producing 2HG: qHTS for the HT-1080-NT fibrosarcoma cell line; HT-1080-NT fibrosarcoma viability, CellTiter-Glo ATP luminescence, 48 h; Potency, µM (titrated, usually from 46.1 µM), without a hit: at the highest dose activity, negative = less viability, hits mostly cytotoxic; 360,000 compounds, 1.6% hits; AID 686970, 2013;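 further: NT is the 2HG producing partner of a matched IDH1 knockdown line; potency means the concentration at half of the fitted maximal effect; 0% = DMSO-treated cells and -100% = media-only wells without cells; nearly all actives have a fitted effect of over 55% in size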
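Viability of the 2HG-overproducing fibrosarcoma line after 48 hours of compound exposure at 37 degrees C was determined by luminescence with CellTiter-Glo, and concentration-effect curves were then fitted and categorized.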
KB-V1 MDR tox – qHTS assay for MDR1-selective chemotherapeutics: Primary screen using the drug-selected MDR subline cells KB-V1; 400,000 compounds, 3.4% hits; Potency, µM (series often up to 46.1 µM), for inactives: at the highest dose activity change, negative = cytotoxicity, actives largely listed as cytotoxic; KB-V1 MDR cells viability, CellTiter-Glo, 72 h; further: potency means the concentration at half of the fitted maximal effect; on the % scale 0 is the no-effect control and ±100 the full control effect; nearly all actives have a fitted effect of over 60% in size
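qHTS viability screen in drug-selected KB-V1 MDR cells: 72 h compound treatment at 37 degrees C, ATP luminescence end point.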
D3 antag – qHTS of D3 Dopamine Receptor Antagonist: qHTS | D(3) dopamine receptor (Homo sapiens), P35462 | D3R cells, DiscoveRx beta-arrestin luminescence, antagonist mode; active compounds read low | max response, negative = inhibition, % | 360,000 compounds, 2.5% hits; in the data active means max response below about -50%; inconclusive means no clear call, values can overlap the other calls; further: on the % scale 0 is the no-effect control and ±100 the full control effect; mostly tested at two doses, the higher about 12 µM
Target sequence (P35462 whole entry, looked up): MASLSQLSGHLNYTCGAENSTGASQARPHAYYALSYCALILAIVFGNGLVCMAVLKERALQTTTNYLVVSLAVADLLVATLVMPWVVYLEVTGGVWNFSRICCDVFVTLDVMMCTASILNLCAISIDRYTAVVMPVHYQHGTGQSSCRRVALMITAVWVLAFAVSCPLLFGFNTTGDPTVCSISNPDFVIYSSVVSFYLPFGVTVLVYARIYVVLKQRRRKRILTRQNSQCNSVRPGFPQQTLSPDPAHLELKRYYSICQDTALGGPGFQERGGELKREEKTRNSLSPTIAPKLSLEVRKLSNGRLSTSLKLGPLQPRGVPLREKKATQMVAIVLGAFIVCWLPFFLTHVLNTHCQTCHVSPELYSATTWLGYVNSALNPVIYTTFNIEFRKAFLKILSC
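Cells plated overnight at 1500 cells/well, then exposed to library compounds with dopamine controls for 90 minutes at 37 degrees C. DiscoveRx reagent added for 30–60 minutes at room temperature; luminescence read, quantitative HTS format.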
KB-3-1 cytotox – qHTS assay for MDR1-selective chemotherapeutics: Primary screen using the parental adenocarcinoma cell KB-3-1; AID 1347075, 2019; 400,000 compounds, 1.4% hits; KB-3-1 viability, CellTiter-Glo ATP luminescence, 72 h; Potency, µM (series often up to 46.1 µM), for the others: at the top dose activity change, negative = cytotoxic, usual class: cytotoxic; further: potency means the concentration at half of the fitted maximal effect; on the % scale 0 is the no-effect control and ±100 the full control effect; nearly all actives have a fitted effect of over 60% in size
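Multi-concentration cytotoxicity screen in KB-3-1 cells grown in DMEM lacking phenol red with 10% FBS. After 72 h at 37 °C with compound, ATP-dependent luminescence was recorded.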
DRD3 agonist – qHTS of D3 Dopamine Receptor Agonist: qHTS. D(3) dopamine receptor (Homo sapiens), P35462. D3R DiscoveRx beta-arrestin cells, luminescence, 90 min. max activation, %. 410,000 compounds, 0.58% hits. AID 652048, 2013; in the data active means max activation above about 30%; further: 0% is about no effect; mostly tested at two doses, the higher about 12 µM
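Agonist-mode cell screen: cells plated at 1500/well and incubated overnight at 37 °C, then exposed to library compounds for 90 min at 37 °C. Detection reagent was added for 30–60 min at room temperature, and luminescence was read.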
HT1080 IDH1KD tx – qHTS for induction of synthetic lethality in tumor cells producing 2HG: qHTS for the HT-1080-IDH1KD cell line. Potency, µM (highest dose often 46.1 µM), for the others: at the top dose activity, negative = toxicity, most hits filed as cytotoxic. 360,000 compounds, 2% hits. HT-1080 IDH1 knockdown viability, ATP luminescence, 48 h;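 further: potency means the concentration at half of the fitted maximal effect; 0% = DMSO wells and -100% = cell-free medium wells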
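% activity derives from luminescence (CellTiter-Glo), normalised to DMSO and no-cell wells. HT-1080-IDH1KD cells, 750/well, had 48 h compound exposure at 37 °C.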
SW480 rerep – A quantitative high throughput screen for small molecules that induce DNA re-replication in SW480 colon adenocarcinoma cells | 340,000 compounds, 1.8% hits | SW480 DNA re-replication, Hoechst DNA content imaging, 48 h | Potency, µM (doses to about 46.1 µM), without a hit: top-dose re-replication activation, actives largely listed as activators; further: potency means the concentration at half of the fitted maximal effect; % of control where 0% means no effect; nearly all actives have a fitted effect of over 55% in size
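Compounds, transferred as 23 nL by pin tool, were incubated with cells for 48 hr; DNA content per nucleus was then quantified by Hoechst staining and fluorescence plate imaging.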
GLP1R ag – qHTS of GLP-1 Receptor Agonists; Glucagon-like peptide 1 receptor (Homo sapiens), P43220; HEK293 GLP-1R CRE-luciferase, luminescence, 4-6 h; cells express a hypersensitive GLP-1R form; Potency, µM (top dose mostly 45.6 µM), for the others: at the top dose activation, usual class: activators; 380,000 compounds, 0.007% hits; AID 624172, 2012; further: potency means the concentration at half of the fitted maximal effect; % of control where 0% means no effect
Target sequence (P43220 whole entry, looked up): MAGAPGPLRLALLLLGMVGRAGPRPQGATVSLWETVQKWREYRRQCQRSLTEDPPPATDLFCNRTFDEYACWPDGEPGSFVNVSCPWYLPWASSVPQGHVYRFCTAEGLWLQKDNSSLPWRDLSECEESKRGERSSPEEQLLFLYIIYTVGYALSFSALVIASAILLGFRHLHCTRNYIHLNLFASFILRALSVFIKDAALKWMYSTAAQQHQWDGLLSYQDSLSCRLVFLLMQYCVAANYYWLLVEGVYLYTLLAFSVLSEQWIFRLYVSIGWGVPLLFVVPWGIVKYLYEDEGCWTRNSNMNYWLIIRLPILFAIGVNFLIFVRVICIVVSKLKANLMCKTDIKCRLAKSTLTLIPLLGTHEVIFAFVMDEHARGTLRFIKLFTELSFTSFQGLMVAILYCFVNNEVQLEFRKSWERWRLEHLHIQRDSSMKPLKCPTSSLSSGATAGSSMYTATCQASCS
Numbers without * were called inactive; ? = inconclusive; . = not tested or not shown; & = joins results of further samples; [ ] = remark or other dose. Unless noted, the call rests on the fitted dose curve; in most records, active means well fitted curve in the direction sought with a large enough effect; inconclusive means small, poorly fitted or top-dose-only effect, or another doubt; inactive means no such curve, though single readings can be large; an effect the other way counts as inactive or inconclusive.

Compound,GLP1R ag,DRD3 agonist,HT1080 IDH1KD tx,HT1080-NT tox,D3 antag,IL1B secr inh,KB-3-1 cytotox,SW480 rerep,KB-V1 MDR tox
Cc1ccc(NC(=O)CNC(=O)C2CCCCC2)nc1,11%,3,7%,8%,11,2,8%,7%,20%
CC(OC(=O)c1cccc(-n2cnnn2)c1)C(=O)Nc1ccccc1F (stereo not given),9%,-3,-4%,-3%,?,1,7%,7%,-9%
C/C(CC(=O)Nc1ccc2c(c1)OCCO2)=N\NC(=O)COc1ccccc1C,8%,4,-5%,3%,7,10,0%,5%,-12%
O=C(O)C1CC(c2cccc(Br)c2)=NO1 (stereo not given),11%,-4,1%[9.24 µM],3%,-10,12,13%,-1%,12%
O=C(/C=C\c1ccco1)Oc1cccc2cccnc12,0%,-1,15µM*,?,?,-165*,?,-13%,4%
Cc1ccccc1OCC(=O)Nc1ccc(N2CCN(C(=O)C(C)C)CC2)c(Cl)c1,-16%,15,13µM*,?,26,?,?,13%,?
COc1cccc2cc(C(=O)CS(=O)(=O)c3ccc(C)cc3)c(=O)oc12,12%,-3,0%,-1%,0,5,0%,0%,-7%
CCC(C)(C)NC(=S)Nc1ccccc1C,0%,3,11%,14%,-6,13,0%,-28%,7%
O=C(Cn1cnc2c(nnn2-c2cccc(Cl)c2)c1=O)N1CCCC1,-19%,4,-11%,19%,-7,17,0%,0%,13µM*
O=C(NCc1ccccc1Cl)c1[nH]c(C(F)(F)F)nc1-c1ccccc1,-2%,12,-24%,-17%,0,0,0%,.,11%

Grouped by structure: those above containing sulfur
Compound,GLP1R ag,DRD3 agonist,HT1080 IDH1KD tx,HT1080-NT tox,D3 antag,IL1B secr inh,KB-3-1 cytotox,SW480 rerep,KB-V1 MDR tox
COc1cccc2cc(C(=O)CS(=O)(=O)c3ccc(C)cc3)c(=O)oc12,12%,-3,0%,-1%,0,5,0%,0%,-7%
CCC(C)(C)NC(=S)Nc1ccccc1C,0%,3,11%,14%,-6,13,0%,-28%,7%

Next section.
Compound,GLP1R ag,DRD3 agonist,HT1080 IDH1KD tx,HT1080-NT tox,D3 antag,IL1B secr inh,KB-3-1 cytotox,SW480 rerep,KB-V1 MDR tox
O=C(C1CCC(CNc2c(N3CCCCC3)c(=O)c2=O)CC1)N1CCN(c2ccccn2)CC1 (stereo not given),10%,-6,0%,-3%,0,-2,18%,17%,25%
Cc1ccc(Sc2ncccc2C(=O)NCc2cc([N+](=O)[O-])ccc2O)c(C)c1,6%,4,-14%,-1%,5,19,30%,?,17%
COc1cc(C(=O)OCC(=O)Nc2c(F)c(F)c(F)c(F)c2F)cc(OC)c1OC,2%,-2,0%,-13%,-10,-2,-2%,-1%[9.22 µM],-15%
O=C(Cn1[nH]c(=O)c2ccccc2c1=O)OCC(=O)N1CCCc2ccccc21,7%,1,9%,5%,-7,9,7%,-22%,27%
COc1ccccc1OCC(=O)OCC(=O)NC1CCCCC1,9%,-6,-9%,2%,-14,1,-7%,1%,-8%
O=C(NCc1cccnc1)C(=O)Nc1nc(C23CC4CC(CC(C4)C2)C3)cs1,11%,-16,-11%,23%,-16,16,-4%,?,-15%
COc1cc(OC)cc(-c2oc3cccnc3c2C#CCCO)c1,31%,3,-2%,-2%,19,-64*,1%,-3%,4%
CC(C)CN(C(=O)CSc1nc(-c2ccccc2)cn1N)c1c(N)n(Cc2ccccc2)c(=O)[nH]c1=O,-1%,-8,-5%,-2%,-6,-9,21%,-27%,?
CC(C)c1ccc(S(=O)(=O)c2cnc(=S)[nH]c2N)cc1,5%,-7,20%,9%,-59*,6,-3%,?,0%
Clc1ccc2nc(CSc3ccccc3)cn2c1,3%,6,-9%,-19%,-4,-87*,1%,30%,?
CCc1c(C)nc2ncnn2c1N1CCCC(C(=O)NCCc2ccc(OC)cc2)C1 (stereo not given),1%,9,?,5%,-23,-2,?,6%,15µM*
COc1ccc(S(=O)(=O)N(CC(=O)N2CCCCCC2)c2ccccc2OC)cc1,12%,5,0%,16%,9,-2,?,-7%,-6%
NC(=S)Nc1ccc(C(F)(F)F)cc1Cl,1%,6,-14%,-3%,9,2,2%,-9%,13%
CC(C)c1ccc(OCC(O)CN2CCN(c3ccccc3)CC2)cc1 (stereo not given),8%&0%,45*,16µM*,?,?,-74*,-18%&-13%,?,?
Cc1ccc(C=C2C(=O)c3ccccc3C2=O)o1,-5%,-16,8%,8%,-10,10,12%,-9%,0%
CCCCn1nnnc1C1(C)CCC(=O)N1CCc1ccccc1F (stereo not given),-1%,11,10%,15%,-3,14,23%,.,?
Cc1ccc2nc(C)c3c(c2c1)COC3,16%,7,0%,3%,7,?,0%,-1%,?
Cc1ccccc1-c1nnn(CC(=O)Nc2cccc(S(N)(=O)=O)c2)n1,0%,5,5%,15%,7,25,5%,-2%,1%
O=[N+]([O-])c1ccc(NCCc2ccccc2)c(Br)c1,-5%,1,1%,2%,9,24,-9%,-3%,0%
CSCCC(NC(=O)c1ccccc1Cl)C(=O)NNC(=O)c1ccccc1O (stereo not given),-8%,5,-2%,-7%,4,25,-5%,?,?
Cc1ccc(NC(=O)CCc2nnc3ccc(NCc4ccco4)nn23)cc1,2%,-11,-8%,-2%,-16,21,4%,5%,12%
S=C(NCc1cccs1)Nc1cc(Cl)cc(Cl)c1,1%,1,?,?,3,-83*,?,?,?
NS(=O)(=O)c1ccc(N2N=C(c3ccccc3)CC2c2ccccc2Cl)cc1 (stereo not given),-1%,1,?,-27%,28,-25,1%,4.6µM*,0%
COc1ccccc1-c1nnc(SCC(=O)c2c(N)n(C3CC3)c(=O)[nH]c2=O)o1,-3%,0,-5%,-2%,39,27,2%,-2%,8%
Cc1cccc(C)c1Nc1nnc(SCc2cn3cccc(C)c3n2)s1,-1%,-6,-5%,-9%,-6,-6,-5%,-88%[inhibitor],-12%
CN(C)CCN(Cc1ccccc1)C(=O)C1CCN(c2ncnc3c2nc2n3CCCCC2)CC1,14%,-3,-4%,1%,0,?,-4%,3%,19%
O=C(CCCn1nnnc1CN1CCOCC1)N1CCN(c2ccccc2F)CC1,-13%,0,-3%,-1%,-24,1,.,-7%,.
Cc1ccccc1N=C/C=C1/C=C(c2ccccc2)OC(C)(C)O1,-2%,5,?,?,7,-11,-11%,1%,14%
O=C(Nc1ccc(S(=O)(=O)Nc2nccs2)cc1)c1ccccc1OC(F)F,-1%,11,-3%,5%,1,5,-3%,-4%,17%
COc1ccccc1C(=O)Nc1c(-c2ccccc2)nc2ccccn12,17%,12,1%,-4%,6,-9,21%,-4%,-1%
CC1CCCN(C(=O)C2CCC(CNc3c(N4CCCCC4)c(=O)c3=O)CC2)C1 (stereo not given),9%,-4,10%,-2%,-12,0,6%,-6%,-1%
CCCCNC(=O)c1ccc2c(c1)N(Cc1ccc(F)cc1)C(=O)c1ccccc1S2=O (stereo not given),-2%,-12,.,.,.,.,-9%,.,?
Nc1nc(CSCCO)nc(Nc2ccccc2)n1,0%,7,20%,19%,2,2,18%,-31%[inhibitor],1%
Clc1ccccc1-c1ccc2ncnc(NCc3cccs3)c2c1,26%,.,.,.,.,.,0%,16%,?
CN(C)c1nc(N)nc(CSc2ncc(Cl)cc2Cl)n1,9%,-12,-1%,-3%,-6,-20,-3%,4%,15µM*
COc1ccccc1-c1c(C)nn2c(-c3ccccc3)cc(C)nc12,14%,-12,-17%,-6%,14,-70*,?,?,?
CCN(CC)C(=O)CSCC(=O)Nc1ccccc1,-3%,2,0%[9.24 µM],4%,1,23,-4%,-4%,1%
COc1ccc(NC(=O)CCCC(=O)O)cc1Cl,-1%,7,18%,14%,-50*,-2,15%,-2%,-2%
CCN1CCN(c2ccc(S(=O)(=O)N3CCOCC3)cc2NC(=O)c2ccccc2OC(F)F)CC1,20%,7,6%,4%,-2,-20,4%,-150%[inhibitor],9%
Cc1ccc(O)c(C(=O)c2cc(C#N)c(=O)n(-c3c(C)n(C)n(-c4ccccc4)c3=O)c2)c1,5%,-14,-21%,-2%,14,-9,6%,-3%,-21%
COCCN(C(=O)CCC(=O)Nc1nccs1)C(C(=O)NCCC(C)C)c1ccc(OC)cc1 (stereo not given),19%,7,3%,1%,17,14,10%,-4%,-19%
Cc1ccc2cc(CN(C(=O)c3cccs3)c3ccccc3)c(=O)[nH]c2c1,0%,1,14%,3%,3,-5,-8%,?,2%
Cc1ccc(-c2[nH]nc(N)c2N=Nc2ccccc2C)cc1,-7%,1,18µM*,?,-29,?,?,?,?
CCN(CC)CCOC(=O)C1c2ccccc2Oc2ccccc21,2%,-15,1%,1%,-26,16,?,2%,7%
Cc1sc(NC(=O)c2ccccc2)c(C(c2ccc(Cl)cc2)N2CCN(CCO)CC2)c1C (stereo not given),-2%,8,?,?,3,-66*,21µM*,24%,?
Cc1ccc(-c2noc(C3CCN(S(C)(=O)=O)CC3)n2)o1,29%,4,8%,12%,-16,-5,7%,-16%,?
